CXCR6 block: blocks human CXCR6 beta-arrestin recruitment | inhibition, % at 20 µM | 360,000 compounds, 0.36% hits | O00574 | CHO-K1 PathHunter CXCR6 beta-arrestin, luminescence | AID 602244; in the data active = inhibition above about 34%, passing the limit was not always enough;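 also: antagonist mode with CXCL16 agonist at 10 nM final; 0% = 10 nM CXCL16 with DMSO and 100% = unstimulated wells without agonist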
Target sequence (O00574 whole entry, looked up): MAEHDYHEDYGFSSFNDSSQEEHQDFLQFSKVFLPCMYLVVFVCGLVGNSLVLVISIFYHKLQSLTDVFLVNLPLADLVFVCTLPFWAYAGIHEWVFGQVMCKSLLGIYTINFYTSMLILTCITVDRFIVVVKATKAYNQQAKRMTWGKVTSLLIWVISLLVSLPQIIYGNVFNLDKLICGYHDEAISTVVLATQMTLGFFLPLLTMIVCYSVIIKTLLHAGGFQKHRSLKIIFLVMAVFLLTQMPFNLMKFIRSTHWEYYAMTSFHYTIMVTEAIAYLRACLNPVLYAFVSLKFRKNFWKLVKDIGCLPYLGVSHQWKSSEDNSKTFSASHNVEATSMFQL
Gli-Sufu antag: blocks Gli-Sufu signaling in a luciferase reporter | 340,000 compounds, 0.74% hits | AID 588413 | Sufu-KO-LIGHT fibroblasts, Gli luciferase reporter luminescence | inhibition, % at 5 µM;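 active = inhibition above about 55%, limit read from the data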;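 also: 0% = DMSO-treated cells and 100% = wells with medium but no cells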
CCR6 antag: CCR6 (human) receptor antagonism; CHO-K1 CCR6 PathHunter beta-arrestin, luminescence, CCL20-stimulated; inhibition, % at 20 µM; 340,000 compounds, 0.49% hits;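 active = compounds whose inhibition of the agonist-driven luminescence signal at 20 µM reaches about 50%, limit read from the data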;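 also: cells stimulated with CCL20 at 14 nM final; plate controls were DMSO with CCL20 for no effect and DMSO without agonist for full effect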
UBC13 inh: human UBC13 polyubiquitination inhibition; 330,000 compounds, 0.47% hits; AID 485273; UBC13 polyubiquitin chain formation, TR-FRET; inhibition, % at 20 µM; P61088; in the data active = inhibition above about 45%, passing the limit was not always enough
Target sequence (P61088 whole entry, looked up): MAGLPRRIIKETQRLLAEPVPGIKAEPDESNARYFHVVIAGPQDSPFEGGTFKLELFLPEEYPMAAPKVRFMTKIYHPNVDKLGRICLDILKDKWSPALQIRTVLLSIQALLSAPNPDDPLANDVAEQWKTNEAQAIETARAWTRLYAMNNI
Jurkat NFkB inh: inhibitors of the PMA/ionomycin-induced NF-kB reporter in Jurkat cells; inhibition, % at 4 µM; 330,000 compounds, 0.53% hits; PMA/ionomycin-induced NF-kB luciferase reporter, luminescence; in the data active = inhibition above about 50%
697 NFkB inh: lowers PMA/ionomycin-induced NF-kB signal in 697 B cells; 330,000 compounds, 0.33% hits; 697 B-cell NF-kB luciferase reporter, 16 h; AID 435022; inhibition, % at 4 µM; in the data active = inhibition above about 35%
EBI2 block: blocks human EBI2 receptor beta-arrestin signaling; EBI2 beta-arrestin recruitment, luminescence, 7a,25-OHC stimulated; inhibition, % at 5 µM; 360,000 compounds, 0.81% hits; in the data active = inhibition above about 38%;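 also: enzyme fragment complementation signal reports receptor beta-arrestin coupling in cells; 0% = agonist plus DMSO wells and 100% = wells without agonist; some results beyond the cut were filed as inactive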
Target sequence (P32249 whole entry, looked up, the tested form may be a part): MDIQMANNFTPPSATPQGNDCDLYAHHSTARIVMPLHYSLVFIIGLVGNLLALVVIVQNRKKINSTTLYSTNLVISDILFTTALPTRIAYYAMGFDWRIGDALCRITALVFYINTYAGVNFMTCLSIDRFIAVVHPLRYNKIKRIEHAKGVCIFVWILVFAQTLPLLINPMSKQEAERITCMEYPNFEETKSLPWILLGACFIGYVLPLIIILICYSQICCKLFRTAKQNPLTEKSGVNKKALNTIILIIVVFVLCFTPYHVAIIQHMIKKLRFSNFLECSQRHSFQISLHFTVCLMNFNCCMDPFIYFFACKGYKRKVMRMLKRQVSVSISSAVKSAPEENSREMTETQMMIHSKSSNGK
APJ antagonist: APJ receptor antagonism; inhibition, % at 20 µM; P35414; 330,000 compounds, 0.32% hits; CHO-K1 APJ beta-arrestin complementation, luminescence; AID 2521;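 active = inhibition above about 40% at 20 µM, limit read from the data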;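 also: cells challenged with 10 nM apelin-13 agonist together with compound; plate controls were apelin-13 plus DMSO wells for no effect and DMSO wells lacking apelin-13 for full effect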
Active calls of the source: *.

`CC(C)c1ccc(N2C(=O)CC(=O)NC2=O)cc1` gave CXCR6 block 0, Gli-Sufu antag 9, CCR6 antag 0, UBC13 inh -1, Jurkat NFkB inh 5, 697 NFkB inh 12, EBI2 block -9 and APJ antagonist 9.
Screening CCN1CCN(Cc2cc3c(cc2[N+](=O)[O-])OCO3)CC1 returned CXCR6 block -11, Gli-Sufu antag 8, CCR6 antag -24, UBC13 inh -6, Jurkat NFkB inh -4, 697 NFkB inh -15, EBI2 block -3 and APJ antagonist -44.
For C[C@@H]1CC2C3CC=C4C[C@@H](O)CC[C@]4(C)C3CC[C@]2(C)[C@H]1O (some centres not stated) the results were CXCR6 block 8, Gli-Sufu antag 1, CCR6 antag 23, UBC13 inh 6, Jurkat NFkB inh -5, 697 NFkB inh -18, EBI2 block 2 and APJ antagonist -3.
`Nc1nc(SCCC(F)=C(F)F)n[nH]1` gave CXCR6 block -1, Gli-Sufu antag -4, CCR6 antag 17, UBC13 inh 0, Jurkat NFkB inh -1, 697 NFkB inh 4, EBI2 block 4 and APJ antagonist 2.
O=C1CC(=O)N(c2cccc(F)c2)C(=O)N1 was read as CXCR6 block 3, Gli-Sufu antag 0, CCR6 antag -5, UBC13 inh 0, Jurkat NFkB inh 8, 697 NFkB inh -2, EBI2 block -7 and APJ antagonist 3.
Clc1ccc(C(c2ccc(Cl)cc2)n2cc[n+](CC(OCc3ccc(Cl)cc3Cl)c3ccc(Cl)cc3Cl)c2)cc1 (configuration not stated) was read as CXCR6 block 32, Gli-Sufu antag 26, CCR6 antag 25, UBC13 inh 104*, Jurkat NFkB inh 17, 697 NFkB inh 19, EBI2 block 7 and APJ antagonist 30.
For O=C(Cc1ccccc1)N1CCN(Cc2cccc(Br)c2)CC1 the results were CXCR6 block -4, Gli-Sufu antag 8, CCR6 antag 11, UBC13 inh 12, Jurkat NFkB inh 13, 697 NFkB inh 12, EBI2 block 0 and APJ antagonist 0.
For CC1CCCC(NC(=O)COC(=O)c2cn(C)c3ccccc23)C1C (configuration not stated) the results were CXCR6 block -4, Gli-Sufu antag -1, CCR6 antag -1, UBC13 inh 14, Jurkat NFkB inh 3, 697 NFkB inh 1, EBI2 block 12 and APJ antagonist -5.
`COC(=O)c1nc(-c2ccc3c(n2)C(=O)C(N)=C(OC)C3=O)c(N)c(-c2ccc(OC)c(OC)c2O)c1C` gave CXCR6 block 0, Gli-Sufu antag 58*, CCR6 antag 26, UBC13 inh -239, Jurkat NFkB inh 1, 697 NFkB inh -6, EBI2 block 6 and APJ antagonist -27.
CCN(c1ccc(C(O)(C(=O)OC)C(F)(F)F)cc1)S(=O)(=O)c1ccccc1 (configuration not stated) was read as CXCR6 block -2, Gli-Sufu antag -2, CCR6 antag 5, UBC13 inh -7, Jurkat NFkB inh -13, 697 NFkB inh -24, EBI2 block 8 and APJ antagonist -4.
For CCOC(=O)C1=C(N)Oc2cc(C)oc(=O)c2C12C(=O)N1c3c(cc(OC)cc32)C(C)=CC1(C)C (configuration not stated) the results were CXCR6 block 6, Gli-Sufu antag 2, CCR6 antag -3, UBC13 inh 0, Jurkat NFkB inh -8, 697 NFkB inh 13, EBI2 block 6 and APJ antagonist -11.
O=C(CCN1CCCCC1)Nc1ccc(Cl)cc1C(=O)c1ccccc1 was read as CXCR6 block 0, Gli-Sufu antag 5, CCR6 antag 1, UBC13 inh -7, Jurkat NFkB inh -13, 697 NFkB inh -18, EBI2 block -1 and APJ antagonist -8.
Screening O=C1CCN(C(=O)C(Cl)Cl)N1 returned CXCR6 block 2, Gli-Sufu antag -7, CCR6 antag -3, UBC13 inh 7, Jurkat NFkB inh 14, 697 NFkB inh -2, EBI2 block -10 and APJ antagonist 5.
For O=C(O)C1C2CCC(O2)C1C(=O)Nc1ccc(F)c(F)c1 (configuration not stated) the results were CXCR6 block 3, CCR6 antag -9, UBC13 inh -1, Jurkat NFkB inh 2, 697 NFkB inh -12, EBI2 block -11 and APJ antagonist -20.
Screening COc1ccc(C(=O)C2CN(C)CC2c2ccc(Cl)cc2)cc1 (configuration not stated) returned CXCR6 block 6, Gli-Sufu antag 17, CCR6 antag 22, UBC13 inh 6, Jurkat NFkB inh 5, 697 NFkB inh 10, EBI2 block -6 and APJ antagonist 2.
For COc1ccc(N2C(=O)/C(=C/c3cc(C)n(-c4ccc(C)cn4)c3C)C(=O)NC2=S)c(OC)c1 the results were CXCR6 block 1, Gli-Sufu antag -3, CCR6 antag 10, UBC13 inh -7, Jurkat NFkB inh -2, 697 NFkB inh 4, EBI2 block 4 and APJ antagonist 10.
O=C(CN1CCN(Cc2cccc(Cl)c2)C1=O)N1CCC2(CC1)OCCO2 was read as CXCR6 block -3, Gli-Sufu antag -2, CCR6 antag 9, UBC13 inh -1, Jurkat NFkB inh 11, 697 NFkB inh 9, EBI2 block 10 and APJ antagonist 9.
Screening Cc1cccc(C2=NCC(=O)N(CC(=O)NCc3ccco3)c3sc4c(c32)CCCC4)c1 returned CXCR6 block 9, Gli-Sufu antag -7, CCR6 antag -1, UBC13 inh -4, Jurkat NFkB inh 3, 697 NFkB inh -4, EBI2 block 7 and APJ antagonist 1.
Screening O=c1[nH]c(=S)n(-c2ccccc2)c(O)c1C=NCc1ccccn1 returned CXCR6 block 2, Gli-Sufu antag -6, CCR6 antag 14, UBC13 inh -7, Jurkat NFkB inh -11, 697 NFkB inh -3, EBI2 block 12 and APJ antagonist 17.
`CC1(C)C(=O)CC[C@@]2(C)C1=CCC1C2CC[C@]2(C)C(=O)CCC12` (some centres not stated) gave CXCR6 block -24, Gli-Sufu antag 8, CCR6 antag 9, UBC13 inh -14, Jurkat NFkB inh -4, 697 NFkB inh -2, EBI2 block 2 and APJ antagonist -2.
`CN1CCN(CC(=O)Nc2ccc(Cl)cc2C(=O)c2ccccc2)CC1` gave CXCR6 block 3, Gli-Sufu antag 0, CCR6 antag -9, UBC13 inh 8, Jurkat NFkB inh -7, 697 NFkB inh 28, EBI2 block 2 and APJ antagonist 1.
Cc1ccc(C(C)C)c(OCC#CCN2CCCC2)c1 was read as CXCR6 block 0, Gli-Sufu antag 12, CCR6 antag 1, UBC13 inh 5, Jurkat NFkB inh 11, 697 NFkB inh 6, EBI2 block -7 and APJ antagonist 11.
CC1(C)C2([N+](=O)[O-])CN3CC1([N+](=O)[O-])CN(C2)C3c1ccccn1 (configuration not stated) was read as CXCR6 block 7, Gli-Sufu antag 6, CCR6 antag 5, UBC13 inh 0, Jurkat NFkB inh 3, 697 NFkB inh 4, EBI2 block -6 and APJ antagonist 16.
CC(C)c1ccc(OCC(=O)N2CCN(C)CC2)c(Br)c1 was read as CXCR6 block 1, Gli-Sufu antag -1, CCR6 antag 8, UBC13 inh -6, Jurkat NFkB inh -16, 697 NFkB inh -20, EBI2 block 4 and APJ antagonist 1.
`Oc1ccc2c3c1OC1C(O)CC[C@@]4(O)[C@@H](C2)N(CC2CCC2)CC[C@]314` (some centres not stated) gave UBC13 inh -12, Jurkat NFkB inh 7, 697 NFkB inh -3 and APJ antagonist 17.
CC(=NC(C)c1ccccc1)c1c(O)[nH]c(=O)[nH]c1=O (configuration not stated) was read as CXCR6 block -2, Gli-Sufu antag 5, CCR6 antag -7, UBC13 inh 12, Jurkat NFkB inh 8, 697 NFkB inh -4, EBI2 block -2 and APJ antagonist -11.
For O=C(NC1CC2CCCC(C1)N2)c1ccccc1 (configuration not stated) the results were CXCR6 block 7, Gli-Sufu antag 8, CCR6 antag -4, UBC13 inh -4, Jurkat NFkB inh -3, 697 NFkB inh 14, EBI2 block -13 and APJ antagonist 4.
Screening CN1CCCC1C(O)(c1ccccc1)c1ccccc1 (configuration not stated) returned CXCR6 block 14, Gli-Sufu antag 10, CCR6 antag 11, UBC13 inh 3, Jurkat NFkB inh 2, 697 NFkB inh 8, EBI2 block -3 and APJ antagonist -7.
COc1cc(C(c2c(O)c3ccccc3oc2=O)c2c(C)n(C)n(-c3ccccc3)c2=O)ccc1O (configuration not stated) was read as CXCR6 block 1, Gli-Sufu antag -4, CCR6 antag 1, UBC13 inh -11, Jurkat NFkB inh -20, 697 NFkB inh -10, EBI2 block 0 and APJ antagonist -6.
N#Cc1cc2c(nc1SCC(=O)Nc1ccc(Cl)cc1)C1CCN2CC1 was read as CXCR6 block -12, Gli-Sufu antag -10, CCR6 antag -1, UBC13 inh 6, Jurkat NFkB inh -45, 697 NFkB inh -25, EBI2 block 9 and APJ antagonist -18.
For Cc1cc(N2CCN(C)CC2)nc2ccccc12 the results were CXCR6 block -3, Gli-Sufu antag 9, CCR6 antag 16, UBC13 inh 2, Jurkat NFkB inh 13, 697 NFkB inh 7, EBI2 block -9 and APJ antagonist 2.
For O=C(C(Cc1ccccc1)NS(=O)(=O)c1cccc2nsnc12)N1CCC2(CC1)OCCO2 (configuration not stated) the results were CXCR6 block 1, Gli-Sufu antag 11, CCR6 antag -5, UBC13 inh 4, Jurkat NFkB inh -4, 697 NFkB inh 13, EBI2 block -14 and APJ antagonist 5.
Cc1cc(/C=C2/C(=O)NC(=O)N(Cc3ccco3)C2=O)c(C)n1-c1ccccc1O was read as CXCR6 block 1, Gli-Sufu antag -4, CCR6 antag 34, UBC13 inh -3, Jurkat NFkB inh 6, 697 NFkB inh 18, EBI2 block 9 and APJ antagonist 6.
Screening CCOC(=O)c1c(/N=C/c2c(O)n(-c3cccc(C)c3)c(=O)[nH]c2=O)sc2c1CCCC2 returned CXCR6 block 1, Gli-Sufu antag 2, CCR6 antag 1, UBC13 inh 6, Jurkat NFkB inh 3, 697 NFkB inh -3, EBI2 block -2 and APJ antagonist -1.
Screening CN1C(=O)C(=Cc2ccc(SC3CCCCC3)o2)C(=O)N(C)C1=O returned CXCR6 block -12, Gli-Sufu antag -2, CCR6 antag 19, UBC13 inh -16, Jurkat NFkB inh 10, 697 NFkB inh -6, EBI2 block -5 and APJ antagonist 5.
`O=C1CC(=O)N(c2ccc3c(c2)OCO3)C(=O)N1` gave CXCR6 block -1, Gli-Sufu antag -9, CCR6 antag 7, UBC13 inh 5, Jurkat NFkB inh 0, 697 NFkB inh 10, EBI2 block 2 and APJ antagonist -10.
For C#C[C@]1(O)[C@H](O)CC2C3CC[C@H]4C[C@@H](O)CC[C@]4(C)C3CC[C@@]21C (some centres not stated) the results were CXCR6 block -8, UBC13 inh -1, Jurkat NFkB inh 22, 697 NFkB inh -7, EBI2 block -1 and APJ antagonist 12.
CCOc1ccccc1CN1C2CCC1CC(c1ccc(C)cc1)C2 (configuration not stated) was read as CXCR6 block 1, Gli-Sufu antag 2, CCR6 antag 8, UBC13 inh 13, Jurkat NFkB inh 27, 697 NFkB inh -4, EBI2 block -5 and APJ antagonist 7.

Structural class: the entries above with an aryl methoxy group
`COC(=O)c1nc(-c2ccc3c(n2)C(=O)C(N)=C(OC)C3=O)c(N)c(-c2ccc(OC)c(OC)c2O)c1C` gave CXCR6 block 0, Gli-Sufu antag 58*, CCR6 antag 26, UBC13 inh -239, Jurkat NFkB inh 1, 697 NFkB inh -6, EBI2 block 6 and APJ antagonist -27.
For CCOC(=O)C1=C(N)Oc2cc(C)oc(=O)c2C12C(=O)N1c3c(cc(OC)cc32)C(C)=CC1(C)C (configuration not stated) the results were CXCR6 block 6, Gli-Sufu antag 2, CCR6 antag -3, UBC13 inh 0, Jurkat NFkB inh -8, 697 NFkB inh 13, EBI2 block 6 and APJ antagonist -11.
Screening COc1ccc(C(=O)C2CN(C)CC2c2ccc(Cl)cc2)cc1 (configuration not stated) returned CXCR6 block 6, Gli-Sufu antag 17, CCR6 antag 22, UBC13 inh 6, Jurkat NFkB inh 5, 697 NFkB inh 10, EBI2 block -6 and APJ antagonist 2.
For COc1ccc(N2C(=O)/C(=C/c3cc(C)n(-c4ccc(C)cn4)c3C)C(=O)NC2=S)c(OC)c1 the results were CXCR6 block 1, Gli-Sufu antag -3, CCR6 antag 10, UBC13 inh -7, Jurkat NFkB inh -2, 697 NFkB inh 4, EBI2 block 4 and APJ antagonist 10.
COc1cc(C(c2c(O)c3ccccc3oc2=O)c2c(C)n(C)n(-c3ccccc3)c2=O)ccc1O (configuration not stated) was read as CXCR6 block 1, Gli-Sufu antag -4, CCR6 antag 1, UBC13 inh -11, Jurkat NFkB inh -20, 697 NFkB inh -10, EBI2 block 0 and APJ antagonist -6.

Screens as filed in PubChem BioAssay.

Some of the compounds tested; rates above refer to the full screens.
